TMEM16A act = mouse TMEM16A channel activation, primary screen; HEK293 TMEM16A/YFP-H148Q/I152L, iodide quench fluorescence; active compounds read low; 340,000 compounds, 0.3% hits; Q8BHY3; B-score at 10 µM;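 active = fluorescence-ratio B-score plate-corrected deviation score at least 3 library SD below zero, with starting fluorescence score within 5 deviations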;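 also: channel opened by trigger with iodide after compound preincubation; score built on the fluorescence ratio of max minus min over baseline; more negative score means more quench and so TMEM16A activation or potentiation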
Target sequence (Q8BHY3 whole entry, looked up): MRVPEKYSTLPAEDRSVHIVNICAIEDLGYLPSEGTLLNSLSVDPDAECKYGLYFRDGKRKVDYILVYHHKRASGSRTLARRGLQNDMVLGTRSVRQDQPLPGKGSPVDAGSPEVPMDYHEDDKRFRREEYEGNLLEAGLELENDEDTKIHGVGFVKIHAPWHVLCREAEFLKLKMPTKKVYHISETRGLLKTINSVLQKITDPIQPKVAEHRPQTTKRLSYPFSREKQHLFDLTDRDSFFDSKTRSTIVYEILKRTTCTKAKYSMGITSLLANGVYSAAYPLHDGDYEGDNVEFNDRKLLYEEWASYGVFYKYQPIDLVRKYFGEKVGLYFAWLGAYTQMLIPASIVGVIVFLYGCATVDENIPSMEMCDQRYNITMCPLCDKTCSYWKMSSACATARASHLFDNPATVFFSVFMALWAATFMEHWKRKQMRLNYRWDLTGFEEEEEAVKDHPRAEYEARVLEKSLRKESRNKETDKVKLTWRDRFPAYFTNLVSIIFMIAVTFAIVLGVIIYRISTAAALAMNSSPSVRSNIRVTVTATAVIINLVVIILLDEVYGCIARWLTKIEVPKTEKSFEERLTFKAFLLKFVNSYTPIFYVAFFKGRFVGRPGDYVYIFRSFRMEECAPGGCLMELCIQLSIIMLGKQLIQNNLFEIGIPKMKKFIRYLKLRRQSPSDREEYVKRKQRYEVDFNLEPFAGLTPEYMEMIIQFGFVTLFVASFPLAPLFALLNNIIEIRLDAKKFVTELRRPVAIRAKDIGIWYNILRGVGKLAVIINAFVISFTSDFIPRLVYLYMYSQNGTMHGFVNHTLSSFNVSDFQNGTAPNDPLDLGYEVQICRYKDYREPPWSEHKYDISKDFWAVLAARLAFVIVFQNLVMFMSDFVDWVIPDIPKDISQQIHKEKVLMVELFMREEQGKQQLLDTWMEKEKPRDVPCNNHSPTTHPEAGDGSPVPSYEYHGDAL
Calls only; i = inactive. A portion of the library (hit frequency here may not be typical).

SMILES | TMEM16A act
COc1ccc(NC(C)=O)cc1S(=O)(=O)NC(C)c1ccc(-n2ccnc2)cc1 (centres undefined) | i
Cn1c(N)c(N=O)c(=O)n(C)c1=S | i
C/C=C(/CCC1NCCc2c1[nH]c1ccccc21)[Si](C)(C)C (centres undefined) | i
COc1ccc([C@H]2CC(=O)C=C(c3cc(C(F)(F)F)cc(C(F)(F)F)c3)C2)cc1 | i
COc1ccc(C(=O)N(C)Cc2cnn(Cc3ccccc3)c2)cc1S(=O)(=O)N1CCOCC1 | i
CCN(CC)S(=O)(=O)c1ccc(N2CCOCC2)c(NC(=O)COc2ccc(OC)cc2)c1 | i
Cc1csc(SCC(=O)Nc2ccc3[nH]c(=O)[nH]c3c2)n1 | i
CCN(C(=O)COC(=O)Cc1cccc2ccccc12)C1CCS(=O)(=O)C1 (centres undefined) | i
CCCn1nc(C(=O)OCC(=O)Nc2ccc(C)cc2)c2ccccc2c1=O | i
CCCCC(=O)NC(c1cccc([N+](=O)[O-])c1)c1ccc2cccnc2c1O (centres undefined) | i
NC(=S)NN=Cc1nccc2ccccc12 | i
COc1ccc(S(=O)(=O)N2CCCCC2)cc1NC(=O)c1cnc(C)cn1 | i
C=CC[C@H](CC(=O)NCCO)C(=O)N[C@@H](COC(=O)[C@@H](CC=C)Cc1ccc(F)cc1)Cc1c[nH]c2ccccc12 | i
O=C(c1cc2cc(Cl)ccc2o1)N1CCCCCC1 | i
CCn1c(SC(C)C(=O)NCC2CCCO2)nc2ccccc21 (centres undefined) | i
CCOC(=O)c1sc(NC(=O)C2CC(=O)N(c3ccc4c(c3)OCCO4)C2)nc1C (centres undefined) | i
Cc1ccccc1Nc1nc(N)nc(COC(=O)CCC(=O)c2ccc(F)cc2)n1 | i
CC12CCC(=O)C=C1CCC1C2C(O)CC2(C)C1CCC21OCC1=O (centres undefined) | i
COc1ccc(S(=O)(=O)N2CCOCC2)cc1NC(=O)CN(C)CC(=O)Nc1cccc(F)c1 | i
COc1ccc2c(=O)c(-c3ccc(C)cc3)c(-c3ccccc3)oc2c1 | i
CCCCC(NC(=O)c1ccc(C#N)cc1)C(=O)NCCC (centres undefined) | i
CC(C)N1C(=O)C(=O)N(CC(=O)N2c3ccccc3NC(=O)CC2C)C1=O (centres undefined) | i
Cc1cc(C)c(NC(=O)COC(=O)C2CCCO2)c(C)c1 (centres undefined) | i
CCOC(=O)C1=C(COC(=O)COc2ccccc2C=O)NC(=O)NC1C (centres undefined) | i
CCOC(=O)C1(C)C(C(=O)OC)=C(c2ccc(OC)cc2)c2ccccc2N1C(=O)OC (centres undefined) | i
O=[N+]([O-])c1ccc(S(=O)Cc2ccccc2)c([N+](=O)[O-])c1 (centres undefined) | i
CC1CCC2(CC1)NC(=O)N(CC(=O)NCCc1c[nH]c3ccccc13)C2=O (centres undefined) | i
c1ccc(CCc2cccnc2)cc1 | i
CN(C)C(=O)c1ccc(NC(=O)CSc2nnc(-c3cccs3)n2N)cc1 | i
COc1ccccc1-c1noc(COC(=O)c2ccc(Br)o2)n1 | i

In another format: results already given
| SMILES | TMEM16A act |
| --- | --- |
| COc1ccccc1-c1noc(COC(=O)c2ccc(Br)o2)n1 | i |
| O=[N+]([O-])c1ccc(S(=O)Cc2ccccc2)c([N+](=O)[O-])c1 (centres undefined) | i |
| CCOC(=O)C1(C)C(C(=O)OC)=C(c2ccc(OC)cc2)c2ccccc2N1C(=O)OC (centres undefined) | i |
| CC1CCC2(CC1)NC(=O)N(CC(=O)NCCc1c[nH]c3ccccc13)C2=O (centres undefined) | i |
| CN(C)C(=O)c1ccc(NC(=O)CSc2nnc(-c3cccs3)n2N)cc1 | i |
| Cc1cc(C)c(NC(=O)COC(=O)C2CCCO2)c(C)c1 (centres undefined) | i |

Next results follow:
SMILES | TMEM16A act
CC(C)NC(=O)N(C)C[C@H]1Oc2ccc(NC(=O)Nc3ccc4c(c3)OCO4)cc2C(=O)N([C@H](C)CO)C[C@@H]1C | i
O=C(CN1C(=O)NC(Cc2ccccc2)C1=O)Nc1ccc(F)c(F)c1F (centres undefined) | i
Nc1nc(SCc2ccc(Br)cc2)c2ncn(C3OC(CO)C(O)C3O)c2n1 (centres undefined) | i
CC1CCCCC1NC(=O)NC(=O)COC(=O)c1nccnc1N (centres undefined) | i
CN(CC(=O)Nc1ccc(F)cc1)C(=O)c1ccc(OCc2cn3ccccc3n2)cc1 | i
Cc1cc([N+](=O)[O-])ccc1NS(=O)(=O)c1ccccc1 | i
CC1(c2ccccc2)NC(=O)N(CC(=O)Nc2ccc3c(c2)CCC3)C1=O (centres undefined) | i
CC1CC=C(O)C12OCC(C)(C)CO2 (centres undefined) | i
COc1ccc(NC(=O)COC(=O)c2ccc3ccccc3n2)cc1OC | i
O=C(C1COc2ccccc2O1)N1CCCCC1 (centres undefined) | i

Five structures from above, ordered by length of the SMILES, rising.
SMILES | TMEM16A act
CC1CCCCC1NC(=O)NC(=O)COC(=O)c1nccnc1N (centres undefined) | i
COc1ccc(NC(=O)COC(=O)c2ccc3ccccc3n2)cc1OC | i
O=C(CN1C(=O)NC(Cc2ccccc2)C1=O)Nc1ccc(F)c(F)c1F (centres undefined) | i
CN(CC(=O)Nc1ccc(F)cc1)C(=O)c1ccc(OCc2cn3ccccc3n2)cc1 | i
CC(C)NC(=O)N(C)C[C@H]1Oc2ccc(NC(=O)Nc3ccc4c(c3)OCO4)cc2C(=O)N([C@H](C)CO)C[C@@H]1C | i

(continued)
SMILES | TMEM16A act
CNc1snc(C)c1C(=O)OCC(=O)c1ccc(OC)c(F)c1 | i
COc1ccc(N(CC(=O)NCCSc2ccccc2)S(=O)(=O)c2ccccc2)c(OC)c1 | i
COc1ccc(Cl)cc1NC(=O)CN(C)C(=O)Cc1ccc(-c2ccccc2)cc1 | i
CCCCNc1c(-c2ccc(SC3CCCCC3)cc2)nc2cnccn12 | i
Cc1cc(Cl)nc(Cl)c1C(=O)NCCc1ccccc1 | i
COc1cc2cc(CCCOC(=O)CCC(=O)O)oc(=O)c2cc1OC | i
O=C1CN(S(=O)(=O)c2ccc(F)cc2)CCN1 | i
CC1CCCC(NC(=O)CSc2nnc(C(F)(F)F)n2C)C1C (centres undefined) | i
CN(C)CCN=Cc1c(O)n(-c2ccc(S(=O)(=O)N3CCOCC3)cc2)c(=O)c2ccccc12 | i
O=C(OCc1nnc(-c2cccs2)o1)C1=NN(c2ccccc2)C(=O)CC1 | i
CCN(C(=O)COC(=O)c1ccccc1Cc1ccccc1)c1c(N)n(Cc2ccccc2)c(=O)[nH]c1=O | i
CC(C)(C)OC(=O)NCCCCCNC(=O)c1ncn(Cc2ccccc2)c1C(=O)NCCCCCNC(=O)OC(C)(C)C | i
COc1ccc(CCN(C)C(=O)CCNS(=O)(=O)c2ccccc2C(F)(F)F)cc1OC | i
Cc1cccc(C(=O)OCC(=O)N2CCCCCC2)c1 | i
C/C(CC(=O)Nc1ccc(C)c(Cl)c1)=N\NC(=O)c1ccncc1 | i
Cc1cccc(C)c1OCCOC(=O)c1cccc(S(=O)(=O)N2CCOCC2)c1 | i
Cc1cccc(NC(=O)CNC(=O)CSc2nnc(C(F)(F)F)n2C)c1C | i
Cc1c2ccncc2cc2c1[nH]c1ccccc12 | i
O=C(Nc1cc(S(=O)(=O)N2CCOCC2)ccc1N1CCCCC1)c1ccccc1Br | i
CCN(C(=O)CSc1nc2ccc(C)cc2[nH]1)C1CCS(=O)(=O)C1 (centres undefined) | i
C=CCN(c1ccccc1OC)S(=O)(=O)c1cccc(C(=O)Nc2nnc(C3CC3)s2)c1 | i
CCOC(=O)Nc1ccc2c(c1)C(=NNC(N)=S)c1ccccc1-2 | i
CCOC(=O)C1CCCN(C(=O)C2COc3ccccc3O2)C1 (centres undefined) | i
O=C(NCc1ccco1)c1cccc2c1C(=O)c1ccc(N3CCC(Cc4ccccc4)CC3)cc1S2(=O)=O | i
Cc1ccc(S(=O)(=O)N(C)CC(=O)NCC(=O)Nc2ccc(F)c(F)c2F)cc1 | i
O=C(OCCOCCOC(=O)Oc1ccccc1)Oc1ccccc1 | i
Cc1cc(C)cc(C(=O)NCC(=O)N2CCC(C(N)=O)CC2)c1 | i
O=C(OCC(=O)N1CCOCC1)c1cc(=O)[nH]c2ccccc12 | i
Cn1c(CC(=O)NNC(=O)c2ccc(F)cc2Cl)nc2ccccc21 | i
COc1cc(/C=C/C(=O)OCC(=O)c2ccc[nH]2)cc(OC)c1OC | i
COc1ccc(C)cc1NC(=O)c1ccc(OCc2c(C)noc2C)cc1 | i
O=C(O)c1cccc(-n2sc3ccccc3c2=O)c1 | i
O=C(C[C@H]1C/C=C\CCCC(=O)OC[C@H]2CCCN2C1=O)NCCO | i
Cc1ccc(-n2c(C)nnc2SCC(=O)N(C)c2c(N)n(Cc3ccccc3)c(=O)[nH]c2=O)cc1 | i
O=C(C=Cc1ccc(Cl)s1)c1ccc(Cl)s1 | i
Cc1nnc(SC(C)C(=O)NC2CCCCC2)[nH]c1=O (centres undefined) | i
Cc1csc(CNc2ncnc3ccc(-c4cccnc4)cc23)c1 | i
COc1ccc(C(CNC(=O)c2ccc(NS(=O)(=O)c3ccc(F)c(C)c3)cc2)N2CCCC2)cc1 (centres undefined) | i
Cc1ccc(/C=C/C(=O)OCC(=O)NCc2ccccc2)o1 | i
CCCCn1nc(C(=O)NC2CCCCCC2)c2ccccc2c1=O | i

By substructure, those above containing a furan ring, fused or not
SMILES | TMEM16A act
O=C(c1cc2cc(Cl)ccc2o1)N1CCCCCC1 | i
COc1ccccc1-c1noc(COC(=O)c2ccc(Br)o2)n1 | i
O=C(NCc1ccco1)c1cccc2c1C(=O)c1ccc(N3CCC(Cc4ccccc4)CC3)cc1S2(=O)=O | i
Cc1ccc(/C=C/C(=O)OCC(=O)NCc2ccccc2)o1 | i

(next part)
SMILES | TMEM16A act
O=C(Nc1cccc(S(=O)(=O)NC2=NCCC2)c1)c1ccccc1 | i
COc1ccc(-c2sc3ccc(N4CCOCC4)cc3c2C#CCO)cc1 | i
CC1CCCC(NC(=O)c2cccs2)C1C (centres undefined) | i
CC(C)c1ccccc1OCC(=O)Nc1nnc(C2CC2)s1 | i
Nc1ncnc(N2CCOCC2)n1 | i
O=C(Nc1nc(-c2ccc(F)c(F)c2)cs1)C1=COCCO1 | i
O=C(C[C@@H]1C/C=C\CCC(=O)OC[C@H](Cc2ccccc2)NC1=O)N[C@@H](CO)Cc1ccccc1 | i
Cc1nnc(SCC(=O)Nc2cc(S(=O)(=O)N3CCOCC3)ccc2C)s1 | i
CCc1ccccc1OCC(=O)Nc1ccc(C)c(S(=O)(=O)N2CCCCCC2)c1 | i
COc1ccc(Cl)cc1NC(=O)COC(=O)c1cc(C)oc1C | i
Cc1cccc(NC(=O)CNC(=O)CSc2ncccn2)c1C | i
COc1ccccc1S(=O)(=O)NCc1ccc(C(=O)NC2CCC(O)CC2)cc1 (centres undefined) | i
CC(=O)OCC(=O)C1CCC2C3CCC4=CC(=O)C=CC4(C)C3CCC12C (centres undefined) | i
Cc1[nH][nH]c(=O)c1C(c1ccc(-c2ccc(C(=O)O)cc2)o1)c1c(C)[nH][nH]c1=O | i
CC(CCc1ccccn1)C(=O)C(C)CCc1ccccn1 (centres undefined) | i
CC(C)N(C(=O)COC(=O)Cn1cnc2ccccc21)c1ccccc1 | i
CCC1(c2ccc(F)cc2)NC(=O)N(CC(=O)NC2CCCC(C)C2C)C1=O (centres undefined) | i
COc1ccc(S(N)(=O)=O)cc1C(=O)OCC(=O)Nc1sccc1C#N | i
COc1ccc(CNC(=O)c2ccc(S(=O)(=O)NCc3ccco3)cc2)cc1 | i
O=C(COC(=O)c1cccnc1Cl)NCc1ccc(F)cc1 | i
COc1ccc(NS(=O)(=O)c2ccc(C(=O)N3CCC(C)CC3)cc2)cc1 | i
CCN(C(=O)COC(=O)c1cnc(C)cn1)c1c(N)n(Cc2ccccc2)c(=O)[nH]c1=O | i
CC(CNC(=O)CN1C(=O)C(=O)N(C2CCCC2)C1=O)c1ccccc1 (centres undefined) | i
Cc1cc(C(=O)NNC(=O)c2ccccc2F)c2ccccc2n1 | i
CCN(CC)C(=O)Cn1cc([N+](=O)[O-])cc1[N+](=O)[O-] | i
C[C@H]1CN([C@@H](C)CO)C(=O)Cc2cc(NS(=O)(=O)c3cccs3)ccc2O[C@H]1CN(C)S(=O)(=O)c1cn(C)cn1 | i
CCn1c(C)cc(C(=O)COC(=O)c2ccccc2[N+](=O)[O-])c1C | i
Cc1ccc(NC(=O)c2ccc(S(=O)(=O)N3CC(C)CC(C)C3)cc2)cc1S(=O)(=O)N1CCOCC1 (centres undefined) | i
O=C(Nc1ccccc1N1CCOCC1)c1cc(=O)[nH]c2ccccc12 | i
O=C1NC(=O)C(=Cc2ccc(Cl)c(Cl)c2)S1 | i
C[C@H](CO)N1C[C@H](C)[C@@H](CN(C)CC2CCCCC2)Oc2c(NC(=O)C3CC3)cccc2C1=O | i
COc1ccc(C(C#N)=C2C=CC(=NO)C(C)=C2Cl)cc1 | i
O=C(C1CN(C(=O)c2cc3cc(Cl)ccc3o2)c2ccccc2O1)N1CCCCC1 (centres undefined) | i
CC(=O)Nc1ccc(NC(=O)CSc2nnc(-c3ccc4c(c3)OCO4)o2)cc1 | i
COc1ccc(CNC(=O)C2CCN(C(=O)c3ccc(F)cc3)CC2)cc1OC | i
COc1cc(C2c3cc(O)c(OC)cc3CC(C(=O)O)C2CO)ccc1O (centres undefined) | i
Nc1cc(SCc2ccc([N+](=O)[O-])cc2)ncn1 | i
Cc1ccccc1NC(=O)COC(=O)c1n[nH]c(=O)c2ccccc12 | i
CCN(CC(=O)Nc1c(F)cccc1F)C(=O)c1cccc(-n2cnnn2)c1 | i
O=C1NC(=S)NC(=O)C1=Cc1ccccc1C(=O)O | i
CCOC(=O)c1[nH]c2c(OCC)nc(OCC)nc2c1Br | i
CCCCn1c(NC(=O)c2ccccc2)c(C#N)c2nc3ccccc3nc21 | i
CCCN(CC(=O)Nc1ccccc1OC)C(=O)C1=COCCO1 | i
CC(N)C(=O)NC(CO)C(O)C(N)C=O (centres undefined) | i
CC(C)(C)OC(=O)C[C@H]1C/C=C\C[C@@H](CC(=O)NCCO)C(=O)N2CCC[C@H]2COC1=O | i

Screening data from PubChem BioAssay.
